NTMT1 inh – Primary qHTS for Inhibitors of N-terminal methyltransferase 1 (NTMT1): MTaseGlo Assay | N-terminal Xaa-Pro-Lys N-methyltransferase 1 (Homo sapiens), Q9BV86 | Potency, µM (top dose mostly 114 µM), for inactives: at the top dose activity change, negative = inhibition, most hits filed as inhibitors | 2.5% of 59,000 active | NTMT1 MTase-Glo SAH luminescence, purified enzyme;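 further: plate controls were DMSO vehicle for no effect and no enzyme for full effect; nearly all actives have a fitted effect of over 65% in size; many of its hits are not listed in these tables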
Target sequence (Q9BV86 whole entry, looked up): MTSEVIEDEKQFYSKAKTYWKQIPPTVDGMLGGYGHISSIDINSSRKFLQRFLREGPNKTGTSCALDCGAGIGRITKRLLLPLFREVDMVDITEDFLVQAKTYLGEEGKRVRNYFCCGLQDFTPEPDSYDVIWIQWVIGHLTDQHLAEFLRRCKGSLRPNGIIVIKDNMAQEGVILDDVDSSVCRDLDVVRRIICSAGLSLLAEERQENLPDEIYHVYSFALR
FH mod – Identification of activators of human fumarate hydratase by quantitative high-throughput screening. Fumarate hydratase, mitochondrial (Homo sapiens), P07954. FH coupled MDH/diaphorase resazurin fluorescence, 15 min. Potency, µM (doses to about 79.9 µM), for the others: at the highest dose activity change, negative = inhibition, usual class: inhibitors. 0.22% of 54,000 active. AID 1347055, 2019; further: the screen sought activators but most active calls are inhibition curves; nearly all actives have a fitted effect of over 45% in size
Target sequence (P07954 whole entry, looked up): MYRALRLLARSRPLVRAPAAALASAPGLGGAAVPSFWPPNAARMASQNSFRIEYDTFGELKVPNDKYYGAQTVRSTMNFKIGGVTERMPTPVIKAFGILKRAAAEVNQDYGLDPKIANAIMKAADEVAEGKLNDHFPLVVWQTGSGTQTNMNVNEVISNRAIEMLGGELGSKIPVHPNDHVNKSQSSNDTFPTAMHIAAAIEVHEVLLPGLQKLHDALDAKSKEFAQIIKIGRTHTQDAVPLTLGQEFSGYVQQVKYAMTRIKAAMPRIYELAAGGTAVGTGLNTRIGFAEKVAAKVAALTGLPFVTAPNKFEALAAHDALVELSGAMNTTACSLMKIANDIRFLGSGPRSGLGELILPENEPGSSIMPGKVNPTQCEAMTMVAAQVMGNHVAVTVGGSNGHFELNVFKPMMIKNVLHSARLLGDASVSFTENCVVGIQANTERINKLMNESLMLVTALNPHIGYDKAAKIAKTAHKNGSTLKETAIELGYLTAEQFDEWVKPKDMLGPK
* hit, by the source's call; ? = inconclusive; & = joins results of further samples; ! = not confirmed by another sample; [ ] = dose if it differs, or a comment. The call rests on the fitted dose curve; in most records, active means well fitted curve in the direction sought with a large enough effect; inconclusive means small, poorly fitted or top-dose-only effect, or another doubt; inactive means no such curve, though single readings can be large; an effect the other way counts as inactive or inconclusive. Unless noted, on the % scale 0 is the no-effect control and ±100 the full control effect; potency means the concentration at half of the fitted maximal effect.

SMILES,NTMT1 inh,FH mod
C[C@H]1CC[C@@H]2N(C1)C[C@@H]1[C@H]([C@@H](O)[C@H](O)[C@]3(O)[C@H]1C[C@@]14OC5(O)[C@@H](C[C@@H](O)[C@@H]31)[C@]4(C)CC[C@@H]5O)[C@]2(C)O,9%[29.8 µM],5%[53.3 µM]
Cc1ccc(S(=O)(=O)Nc2cc(Cl)ccc2C(=O)Nc2nc(-c3ccccc3)cs2)cc1,27µM*!,-11%[53.3 µM]
O=C1NC(=O)C(c2c[nH]c3ccccc23)=C1c1c[nH]c2ccccc12,11µM*,-25%
Cc1cccc(C)c1NC(=O)CN1CCCCCC1,13%[57.5 µM],0%[53.3 µM]
CC(C)(O)Cn1c(NC(=O)c2ccc(-c3cn[nH]c3)s2)nc2cc(CN3CCOCC3)ccc21,?,6%[53.3 µM]
O=C(OC[C@@]1(O)CO[C@@H](O[C@H]2[C@H](Oc3ccc(O)cc3)O[C@H](CO)[C@@H](O)[C@@H]2O)[C@@H]1O)c1ccc(O)cc1,-3%[29.8 µM],4%[53.3 µM]
C=C1C(=O)O[C@H]2CC(=C)[C@H]3CC[C@@](C)(O)[C@@H]3CC12 (stereo not given in full),12%[57.5 µM],-24%
CC1(C)CCCC2(C)c3c4c(c(=O)oc(=O)c3=CCC12)=CCC1C(C)(C)CCCC41C (stereo not given),16%[29.8 µM],1%[53.3 µM]
CC(C)(Oc1ccc(C2CC2(Cl)Cl)cc1)C(=O)O (stereo not given),?,-16%[53.3 µM]
C[C@@H]1O[C@@H](O[C@H]2[C@H](OC(C#N)c3ccc(O)cc3)O[C@H](CO)[C@@H](O)[C@@H]2O)[C@H](O)[C@H](O)[C@H]1O (stereo not given in full),8%[29.8 µM],4%[53.3 µM]
c1ccc2[nH]c(-c3cscn3)nc2c1,?,-5%&10%[53.3 µM]
CC(C)(C)OC(=O)CN(Cc1ccc(Cl)cc1)Cc1ccc([N+](=O)[O-])s1,?,-8%[53.3 µM]
CCCc1nn(C)c2c(=O)[nH]c(-c3cc(S(=O)(=O)N4CCN(C)CC4)ccc3OCC)nc12,?,4%
COC(=O)[C@H]1[C@H]2C[C@@H]3c4[nH]c5cc(OC)ccc5c4CCN3C[C@H]2C[C@@H](OC(=O)c2cc(OC)c(OC)c(OC)c2)[C@@H]1OC,-12%[12.6 µM],-6%[20.6 µM]
COc1cc(N2CCC(O)CC2)ccc1Nc1cc(Nc2ccccc2S(=O)(=O)C(C)C)c2cc[nH]c2n1,?,?
c1ccc(OCc2ccc(CCCN3CCOCC3)cc2)cc1,-16%[57.5 µM],0%[53.3 µM]
COc1ccc(-c2nc(-c3cc(C(F)(F)F)cc(C(F)(F)F)c3)n(Cc3ccc(C(N)=O)cc3)c2-c2ccc(OC)cc2)cc1,5%[57.5 µM],?
CC[C@@H](C)[C@@H]1OC2(C=C[C@H]1C)C[C@@H]1C[C@H](C/C=C(\C)[C@H](O[C@H]3C[C@H](OC)[C@H](O[C@H]4C[C@H](OC)[C@H](NC(C)=O)[C@H](C)O4)[C@H](C)O3)[C@H](C)/C=C/C=C3\CO[C@H]4[C@H](O)C(C)=C[C@@H](C(=O)O1)[C@@]34O)O2 (stereo not given in full),-6%[29.8 µM],?
O=C(/C=C/c1ccccc1)OC[C@H]1O[C@@H](OC(=O)c2cc(O)c(O)c(O)c2)[C@H](O)[C@@H](O)[C@@H]1O,?,-18%[53.3 µM]
CC(OC1OCCN(Cc2n[nH]c(=O)[nH]2)C1c1ccc(F)cc1)c1cc(C(F)(F)F)cc(C(F)(F)F)c1 (stereo not given),-6%[57.5 µM],-17%
CC(C)=CCc1cc(O[C@@H]2O[C@H](CO[C@@H]3OC[C@](O)(CO)[C@H]3O)[C@@H](O)[C@H](O)[C@H]2O)ccc1O,6%[29.8 µM],8%[53.3 µM]
Cc1ccc(F)cc1C(=O)Nc1ccc(C(=O)N2Cc3cccn3Cc3ccccc32)c(Cl)c1,4%[57.5 µM],-13%
C[C@@H]1CN(c2c(F)c(N)c3c(=O)c(C(=O)O)cn(C4CC4)c3c2F)C[C@H](C)N1,?,4%&-1%[20.6 µM]
Cc1oc(=O)oc1COC(=O)[C@@H]1N2C(=O)[C@@H](NC(=O)[C@H](N)c3ccccc3)[C@H]2SC1(C)C,10%[57.5 µM],-7%[53.3 µM]
Cc1c(NC(=O)c2cc(C(N)=O)nc3cc(F)ccc23)c(C(F)(F)F)nn1Cc1ccc(C#N)cc1,-8%,-9%[20.6 µM]
Cc1cc(C(C)(C)C)c(O)c(C(C)(C)C)c1,32%[activator][57.5 µM],-3%[53.3 µM]
COc1cc(/C=C/C(=O)OC2CC(OC(C)=O)C(OC(C)=O)C3C2CCC2C(=O)OC(c4ccoc4)CC23C)ccc1O[C@@H]1O[C@H](CO)[C@@H](O)[C@H](O)[C@H]1O (stereo not given in full),9%[12.6 µM],-1%[20.6 µM]
COc1cccc(CNc2ccc(S(=O)(=O)Nc3nc4ccccc4s3)cc2)c1O,?,-16%
CCS(=O)(=O)c1ccc(OC)c(C(=O)OC)c1,-11%[57.5 µM],-4%[53.3 µM]
O=C1NC(c2cccc([N+](=O)[O-])c2)=CCN1c1ccccc1O,4%[12.6 µM],?

The list goes on.
SMILES,NTMT1 inh,FH mod
C=C1C(O)CCC2(C)CC3(OC)OC(=O)C(C)=C3CC12 (stereo not given),9%[57.5 µM],6%
CC(=O)N[C@@H](CS)C(=O)O,9%[57.5 µM],-2%&0%[53.3 µM]
C(=C\c1ccccc1)/CN1CCN(C(c2ccccc2)c2ccccc2)CC1,28%[57.5 µM],-2%&-1%[53.3 µM]
CCOC(=O)c1ccc(OCCC2CCN(c3ccc(C)nn3)CC2)cc1,15%[57.5 µM],13%
CC1=CCC(C(C)(C)O[C@@H]2O[C@H](CO[C@@H]3O[C@@H](C)[C@H](O)[C@@H](O)[C@H]3O)[C@@H](O)[C@H](O)[C@H]2O)CC1 (stereo not given in full),8%[29.8 µM],-4%[53.3 µM]
COc1ccc2[nH]c(=O)c3c(c2c1)OC(C)(C)C=C3,-26%[57.5 µM],22%
O=c1c(O)c(-c2ccc(O)c(O)c2)oc2cc(O)ccc12,50µM*!,27µM*![activator]
C/C=C(\C)C(=O)O[C@H]1C=CC(=O)O[C@H]1/C=C/[C@@H](O)[C@H](C)O,4%[57.5 µM],0%
Cc1ccc([N+](=O)[O-])cc1S(=O)(=O)N(C)/N=C/c1cnc2ccc(Br)cn12,-5%,-15%
Cc1ccc(S(=O)(=O)c2ccc([N+](=O)[O-])o2)cc1,-12%[57.5 µM],-8%
Cc1ccc(C(=O)/C=C/c2ccccc2)s1,?,-19%
CC(=O)O[C@@H]1[C@H](O)[C@@H](O[C@@H]2O[C@@H](C)[C@H](O[C@@H]3OC[C@@H](O)[C@H](O[C@@H]4OC[C@@H](O)[C@H](O)[C@H]4O)[C@H]3O)[C@@H](O[C@@H]3O[C@H](CO)[C@@H](O)[C@H](O)[C@H]3O)[C@H]2O)[C@H](OC(=O)[C@]23CCC(C)(C)C[C@H]2C2=CCC4[C@@]5(C)CC[C@H](O[C@@H]6O[C@H](C(=O)O)[C@@H](O)[C@H](O[C@@H]7OC[C@@H](O)[C@H](O)[C@H]7O)[C@H]6O[C@@H]6O[C@H](CO)[C@H](O)[C@H](O)[C@H]6O)[C@@](C)(C=O)C5CC[C@@]4(C)[C@]2(C)CC3)O[C@@H]1C (stereo not given in full),12%[6.45 µM],-2%[13.5 µM]
Cc1cccc(-c2[nH]ncc2-c2ccc3ncccc3n2)n1,11%,6%&1%[53.3 µM]
C[C@H]1CC[C@@]2(OC1)O[C@H]1CC3C4CC[C@H]5C[C@@H](O)CC[C@]5(C)C4CC(=O)[C@]3(C)[C@H]1[C@@H]2C (stereo not given in full),11%[29.8 µM],-4%[53.3 µM]
NNc1nncc2ccccc12,?,0%[53.3 µM]
COc1cc2ncc(-c3ccccc3)nc2cc1OC,-4%[57.5 µM],2%
Cc1cccc(C)c1OCc1cc(C(=O)N2CCC(c3ccncc3)CC2)no1,4%[57.5 µM],1%
COc1cc(C(C)=O)ccc1O[C@@H]1O[C@H](CO[C@@H]2O[C@@H](C)[C@H](O)[C@@H](O)[C@H]2O)[C@@H](O)[C@H](O)[C@H]1O,8%[29.8 µM],3%[53.3 µM]
COc1ccc(C(=O)c2ccccc2O)c(O)c1,-18%[57.5 µM],-13%[53.3 µM]
CC(C)[C@@H](c1ccc(C(F)(F)F)cc1CN(Cc1cc(C(F)(F)F)cc(C(F)(F)F)c1)c1nnn(C)n1)N1CCC(C(=O)O)CC1,-1%[57.5 µM],-15%
CC1C(=O)CC2C3C(O)CC(C(=O)O)C12CC3(C)C (stereo not given),2%[57.5 µM],1%
C=C1C(=O)OC2CC(COC(=O)C(C)C)=C(C(C)CCCOC(C)=O)[C@@H](OC(C)=O)C12 (stereo not given in full),2%[29.8 µM],-1%[53.3 µM]
CN1CCCN=C1/C=C/c1cccs1,50µM*!,5%[53.3 µM]
CC1(C)CCCC2(C)C(C(=O)O)=CCC12 (stereo not given),2%[57.5 µM],-2%
CCc1c(C(=O)NNC(=O)[C@@H](O)c2cc(F)cc(F)c2)ccc(O)c1C,18%,1%
C[N+]1(CC2COC(c3ccccc3)(c3ccccc3)O2)CCCCC1 (stereo not given),?,0%[20.6 µM]
CC1(C)CC[C@]2(C(=O)O)CC[C@]3(C)C(=CCC4[C@@]5(C)CC[C@H](O[C@@H]6O[C@H](C(=O)O)[C@@H](O[C@@H]7OC[C@@H](O)[C@H](O)[C@H]7O)[C@H](O)[C@H]6O)C(C)(C)C5CC[C@]43C)C2C1O (stereo not given in full),19%[12.6 µM],9%[20.6 µM]
COc1cc2nc(N3CCCC3)nc(NCCCCCN3CCCC3)c2cc1OC,32µM*,5%
C/C(=C\CCC(C)C1CC(O)C2(C)C3CCC4C(C)(C)C(OC5OCC(O)C(O)C5O)CCC45CC35CC(O)C12C)C(=O)O (stereo not given),-6%[12.6 µM],-1%[20.6 µM]
C[C@@H]1O[C@@H](O[C@H]2CC[C@@]3(C)C(CC[C@]4(C)C3CC=C3[C@@H]5CC(C)(C)CC[C@]5(C(=O)O[C@@H]5O[C@H](CO)[C@@H](O)[C@H](O)[C@H]5O)CC[C@]34C)[C@]2(C)CO)[C@H](O)[C@H](O[C@@H]2O[C@H](CO)[C@@H](O)[C@H](O)[C@H]2O)[C@H]1O (stereo not given in full),?,-2%[20.6 µM]

Given with values under each structure: entries from further up
Values run as follows: NTMT1 inh	FH mod
> Cc1cccc(-c2[nH]ncc2-c2ccc3ncccc3n2)n1
    11%	6%&1%[53.3 µM]
> C[C@H]1CC[C@@]2(OC1)O[C@H]1CC3C4CC[C@H]5C[C@@H](O)CC[C@]5(C)C4CC(=O)[C@]3(C)[C@H]1[C@@H]2C (stereo not given in full)
    11%[29.8 µM]	-4%[53.3 µM]

(continued)
SMILES,NTMT1 inh,FH mod
CC(N)CCCC(C)(C)O (stereo not given),30%[57.5 µM],0%[53.3 µM]
CCCCn1ccc(N2CCC(c3ccccc3)CC2)c(Cl)c1=O,-19%[57.5 µM],-9%
Cc1ccc(-c2cc(C(F)(F)F)nn2-c2ccc(S(N)(=O)=O)cc2)cc1,?,?
CC[C@H](C=C[C@@H](C)[C@H]1CC[C@H]2[C@@H]3CC=C4C[C@@H](O)CC[C@]4(C)[C@@H]3CC[C@]12C)C(C)C,32%[29.8 µM],7%[20.6 µM]
CCN1CCN(Cc2ccc(NC(=O)c3ccc(C)c(Oc4ccnc5[nH]ccc45)c3)cc2C(F)(F)F)CC1,-15%[29.8 µM],-13%
NC(=O)CCCSc1nc(N)nc(-c2c(Cl)cc3c4c(cccc24)COC3)n1,4%[57.5 µM],4%
Cn1cc(Nc2cnccc2C(=O)O)c2cccnc21,3%[57.5 µM],3%
C[C@@H]1CC[C@]2(C(=O)O)CC[C@]3(C)C(=CCC4[C@@]5(C)C[C@@H](O)[C@@H](O)C(C)(C)C5CC[C@]43C)C2[C@]1(C)O (stereo not given in full),-5%[29.8 µM],3%[53.3 µM]
Cc1cc(C)nc(SCC(=O)Nc2ncc(Cc3cccc4ccccc34)s2)n1,3%[57.5 µM],-6%
N#Cc1c(C2CCNCC2)cc(-c2c(O)cccc2OCC2CC2)nc1N,?,5%
O=C(O)c1cn(C2CC2)c2cc(N3C[C@@H]4C[C@H]3CN4)c(F)cc2c1=O,9%[57.5 µM],1%
COc1cc2nc(N3CCN(C(=O)c4ccco4)CC3)nc(N)c2cc1OC,1%,?
CC(C)C(NC(=O)c1ccc(O)cc1)C(=O)N1CCCC1C(=O)Nc1c(O)cccc1C(=O)O (stereo not given),1%[29.8 µM],2%[53.3 µM]
CSc1ccc(C(=O)N[C@@H]2CCCC[C@@H]2NC(=O)CNC(=O)c2cc(C(F)(F)F)ccc2NC(=O)NC(C)C)cc1,6%[57.5 µM],-2%
COc1cc(C[C@@H](CO)[C@H](CO)Cc2ccc(O)c(OC)c2)ccc1O,?,-1%[53.3 µM]
CC(=O)Oc1cc2c(s1)CCN(C(C(=O)C1CC1)c1ccccc1F)C2 (stereo not given),?,-6%[53.3 µM]

An excerpt; count on the stated rates, not on these rows.
